# E-sel inducer = E-selectin induction in HUVECs, primary screen, imaging, HUVEC, immunofluorescence imaging, single point; P16581; normalized: neutral wells 0, TNF-alpha wells 100; activation, % at 7.58 µM; hit rate 0.37% among 260,000;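 active means mean E-selectin-positive cell signal at least 10% of the positive control, reached in at least 60% of replicates, without over 20% cell loss; inconclusive means no rule given, readout overlaps actives, possibly toxicity-flagged; inactive means the rest, including those meeting only one limit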;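 further: in these data hits start at about 27%; measured in HUVEC primary endothelial cells; signal is the percent of cells scored E-selectin positive by PE staining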
#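 Test system: HUVEC | Signal: Immunofluorescence imaging | Read-out: Percent E-selectin-positive cells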
# GSIS activator = GLuc luminescence reporter in INS-1E cells, primary screen for activators of glucose-dependent secretion of insulin; INS-1E GLuc reporter insulin secretion, 2-3 h; activation, % at 16.6 µM; hit rate 0.61% among 370,000; AID 743287, 2014;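 active means lowest replicate activation of at least 40%, so every replicate reaches that level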;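 further: 0% = median of neutral control wells and 100% = median of IBMX positive control wells; some compounds called inactive have numbers as strong as hits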
# XiGFP reactiv = activators of inactive X chromosome reactivation, primary screen, imaging, XiGFP fibroblasts, GFP high-content imaging, set 2. hit rate 0.055% among 360,000. activation, % at 7.58 µM. AID 743238, 2013. XiGFP mouse fibroblasts, % GFP-positive cells imaging, 3 d; cells co-treated with 5-aza-dC sensitizer; scaled so ellipticine positive control = 100%;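 active means mean normalized replicate activation at least 10% and every replicate at or above 10%; inconclusive means only one of the two criteria met; inactive means mean below 10% and not all replicates reach 10%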;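 further: 0% = median of on-plate neutral control wells and 100% = ellipticine 6 µM median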
#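 Material: XiGFP fibroblasts, SV40-immortalized; Buffer or medium: DMEM containing 5-aza-dC; Compound dosing: single point; Times: 3 days compound exposure.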
# RAD52 inh = RAD52 DNA annealing inhibitors, primary screen, biochemical, FRET, single point, set 2 | DNA repair protein RAD52 homolog (Homo sapiens), P43351 | recombinant RAD52 DNA annealing, FRET fluorescence | inhibition, % at 18.7 µM | hit rate 0.46% among 360,000 | AID 651710, 2012;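 active means every replicate showing at least 50% inhibition; inconclusive means mean inhibition at least 50% but not in every replicate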
# Target sequence (P43351 whole entry, looked up): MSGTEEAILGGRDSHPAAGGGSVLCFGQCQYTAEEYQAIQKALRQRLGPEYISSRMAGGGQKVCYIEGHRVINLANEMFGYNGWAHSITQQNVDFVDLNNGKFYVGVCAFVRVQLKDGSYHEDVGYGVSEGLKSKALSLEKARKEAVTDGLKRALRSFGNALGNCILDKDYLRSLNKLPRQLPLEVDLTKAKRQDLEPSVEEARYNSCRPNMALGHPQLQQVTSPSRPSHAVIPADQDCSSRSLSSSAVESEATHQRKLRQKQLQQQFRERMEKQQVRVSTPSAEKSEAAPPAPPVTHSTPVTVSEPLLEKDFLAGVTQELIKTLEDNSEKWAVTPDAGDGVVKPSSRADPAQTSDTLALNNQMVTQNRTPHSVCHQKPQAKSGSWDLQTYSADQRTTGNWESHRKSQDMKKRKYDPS
# Casp6 inh = human caspase-6 inhibitors, primary screen, biochemical, VEID-R110 fluorescence, single point, set 2; P55212; purified caspase-6, Z-VEID-R110 cleavage fluorescence; inhibition, % at 12.5 µM; hit rate 0.53% among 350,000;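 active means mean inhibition across replicates at least about 35%, with every replicate also reaching that limit, limit read from the data; inconclusive means only one of the two criteria met; inactive means neither criterion met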;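 further: 0% = median of neutral control wells and 100% = no fluorescence left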
# Target sequence (P55212 24-179 limits assumed): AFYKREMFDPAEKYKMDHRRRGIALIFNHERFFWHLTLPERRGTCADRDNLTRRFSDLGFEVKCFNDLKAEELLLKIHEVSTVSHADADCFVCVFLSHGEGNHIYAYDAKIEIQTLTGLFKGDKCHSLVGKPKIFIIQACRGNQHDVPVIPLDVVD
# Target sequence (P55212 194-293 limits assumed): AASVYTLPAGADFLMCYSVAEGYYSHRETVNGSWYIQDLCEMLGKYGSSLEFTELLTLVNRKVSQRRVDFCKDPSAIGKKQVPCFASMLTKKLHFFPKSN
# RAD54 branch = inhibitors of human RAD54 branch migration, primary screen, biochemical, fluorescence, single point; AID 602329, 2012; hit rate 0.14% among 360,000; RAD54 Holliday junction branch migration, FAM/BHQ fluorescence; inhibition, % at 10.4 µM;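 active means mean normalized replicate activity at least 40 and at least half of replicates scoring 40 or more; inconclusive means only one of the two criteria met; inactive means mean below 40 and under half of replicates reaching 40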;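 further: 0% = median of neutral control wells and 100% = median of positive control wells; inhibitors cause a drop in the FAM fluorescence signal; in these data hits start at about 50%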
# CFTR F508del cor = F508del CFTR correction, initial screen, CFBE line, single point | hit rate 0.36% among 350,000 | activity (quench increase), % at 7.58 µM | CFBE cells, YFP halide quenching; stimulated with forskolin plus potentiator P3; % fluorescence drop versus neutral controls;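 active means mean added fluorescence quench of at least 8% versus neutral control, with both replicates also reaching 8%; inconclusive means only one of the mean or replicate conditions met; inactive means mean below 8% and not both replicates reaching 8%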;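 further: cells transiently co-express mutant CFTR-F508del with the halide-sensitive YFP; corrector assay measuring rescue of mutant channel to the surface after 24 h compound exposure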
# DENV2 CPE = inhibitors of DENV2 cytopathic effect, primary screen, cell-based, plate reader, single concentration. DENV2-infected cells, cytopathic effect rescue. AID 651640, 2012. hit rate 1.7% among 350,000. CPE inhibition, % at 9.99 µM; in the data active means CPE inhibition above about 20%, passing the limit was not always enough; inconclusive means no clear call, values can overlap the other calls; tested in BHK-21 cells;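 further: 0% = median of neutral control wells and 100% = median of positive control wells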
# * hit, by the source's call; u = inconclusive; x = no result given.
# The line under a structure holds: Casp6 inh	GSIS activator	RAD52 inh	DENV2 CPE	CFTR F508del cor	XiGFP reactiv	RAD54 branch	E-sel inducer
CC(=O)c1ccc(NC(=S)NC(=O)/C=C/c2ccc(F)cc2)cc1
 : 3	12	-6	x	x	x	-10	x
O=C(Cc1ccccn1)N1CC(=O)N2[C@H](C1)[C@@H](c1ccc(-c3ccc(F)cc3)cc1)[C@@H]2CO
 : -1	-7	-7	3	1.5	0.0	x	-0.3
COc1ccc2cc(C[C@@H]3CC[C@@H](CO)O3)ccc2c1
 : -1	7	-9	4	-1.6	0.0	-1	0.0
Cc1cc(C(=O)N/N=C/C(Cl)=C/c2ccccc2)c(C)o1
 : 2	-10	-12	-1	-0.2	0.6	13	20
CC(C)CN1CCC(=O)N(CCC#N)CC1
 : 0	-5	-15	-15	0.8	0.0	1	0.0
O=C(Cc1c(F)cccc1Cl)NNC(=O)c1ccncc1
 : 0	-2	-15	-7	0.3	0.3	-9	x
N#Cc1ccc(-c2nc3ccc(Br)cc3c(=O)n2O)cc1
 : x	-2	2	-9	2.6	0.0	-7	0.8
OC(c1ccc(F)cc1)c1nc(-c2cccc(F)c2)cs1 (centres undefined)
 : 5	-13	-15	-6	2.0	0.5	0	0.0
CCOC(=O)/C(C#N)=C/c1c(N2CCN(c3ccc(OC)cc3)CC2)nc2c(C)cccn2c1=O
 : 0	-10	-44	9	2.0	0.1	-18	0.2
O=C(CCn1c(=O)c2cccn2c2cccnc21)NCc1cccc(Cl)c1
 : 1	2	-24	-2	-2.7	0.0	2	x
CCCCCC(=O)Nc1ccc(C(=O)CN2C(=O)NC3(CCCCCC3)C2=O)cc1
 : 0	-5	-13	-2	-3.7	0.4	-3	0.4
CC(=O)c1ccc(NC(=S)N2CCN(c3cccc(Cl)c3)CC2)cc1
 : -1	6	-3	-1	2.4	0.0	10	-4.1
COC(=O)C1=C(C)N(Cc2ccc(F)cc2)C(=S)NC1c1cccc(OC)c1 (centres undefined)
 : -4	-12	-8	11	1.7	-0.1	x	1.9
C[C@H]1CN([C@@H](C)CO)S(=O)(=O)c2ccc(C3=CCCCC3)cc2O[C@H]1CN(C)C(=O)C1CCC1
 : -1	-14	21	-15	1.0	-1.2	-2	2.1
C[C@H](CO)N1C[C@H](C)[C@@H](CN(C)C(=O)c2cnccn2)Oc2ncc(-c3cccc(C#N)c3)cc2C1=O
 : x	-10	8	-2	0.1	-0.2	-1	-0.5

# 3 structures from above, arranged by length of the SMILES, lowest first:
# The line under a structure holds: Casp6 inh	GSIS activator	RAD52 inh	DENV2 CPE	CFTR F508del cor	XiGFP reactiv	RAD54 branch	E-sel inducer
O=C(Cc1c(F)cccc1Cl)NNC(=O)c1ccncc1
 : 0	-2	-15	-7	0.3	0.3	-9	x
OC(c1ccc(F)cc1)c1nc(-c2cccc(F)c2)cs1 (centres undefined)
 : 5	-13	-15	-6	2.0	0.5	0	0.0
CC(=O)c1ccc(NC(=S)N2CCN(c3cccc(Cl)c3)CC2)cc1
 : -1	6	-3	-1	2.4	0.0	10	-4.1

# A section taken from the entries so far, for reference:
# The line under a structure holds: Casp6 inh	GSIS activator	RAD52 inh	DENV2 CPE	CFTR F508del cor	XiGFP reactiv	RAD54 branch	E-sel inducer
COC(=O)C1=C(C)N(Cc2ccc(F)cc2)C(=S)NC1c1cccc(OC)c1 (centres undefined)
 : -4	-12	-8	11	1.7	-0.1	x	1.9
C[C@H]1CN([C@@H](C)CO)S(=O)(=O)c2ccc(C3=CCCCC3)cc2O[C@H]1CN(C)C(=O)C1CCC1
 : -1	-14	21	-15	1.0	-1.2	-2	2.1
C[C@H](CO)N1C[C@H](C)[C@@H](CN(C)C(=O)c2cnccn2)Oc2ncc(-c3cccc(C#N)c3)cc2C1=O
 : x	-10	8	-2	0.1	-0.2	-1	-0.5

# The results go on:
# The line under a structure holds: Casp6 inh	GSIS activator	RAD52 inh	DENV2 CPE	CFTR F508del cor	XiGFP reactiv	RAD54 branch	E-sel inducer
CCOC(=O)c1ccc(NC(=O)COC(=O)c2cccc(Oc3ccccc3)c2)cc1
 : -1	-10	-14	2	x	-0.2	x	-1.2
O=S(=O)(NC1CCCCCCC1)c1ccccc1
 : 0	-12	-8	0	3.8	0.2	-11	x
Cc1ccc(C(=O)NNC2=NC(C)(C)Cc3ccccc32)cc1
 : 2	7	-4	u	2.7	-0.1	-6	0.6
c1ccc(N2CCN(Cc3cn4cccnc4n3)CC2)cc1
 : -1	x	-3	-9	-5.8	0.0	-3	x
Cc1cccc(S(=O)(=O)N2C[C@H]3[C@@H](c4ccccc42)[C@@H](CO)N3C(=O)c2ccccc2)c1
 : 2	5	-14	57*	-0.8	-0.1	14	0.1
O=C(NCc1ccc2c(c1)OCO2)C1CCC(CNS(=O)(=O)c2ccc(Cl)cc2)CC1 (centres undefined)
 : -1	-2	6	x	-3.5	x	x	x
Cc1ccc(S(=O)(=O)N2CCC(C(=O)NCCC3=CCCCC3)CC2)cc1C
 : -3	-25	-9	-2	1.8	-0.1	-3	x
O=C(C[C@H]1CC[C@H]2[C@@H](COC[C@H](O)CN2C(=O)Nc2ccccc2)O1)NCCCN1CCOCC1
 : 2	11	-10	-2	3.8	0.0	5	0.0
Cc1ccc(S(=O)(=O)N(C)C[C@H]2OCCCC[C@@H](C)Oc3ccc(NS(=O)(=O)c4ccccc4)cc3C(=O)N([C@H](C)CO)C[C@@H]2C)cc1
 : 1	-8	20	-3	0.7	0.1	-18	-0.1
COc1cccc(NC(=O)N[C@@H]2CC[C@H](CC(=O)Nc3ccccc3)O[C@H]2CO)c1
 : 3	-1	6	2	1.2	-0.4	-7	0.1
COc1ccccc1Nc1nc2ccc(C)cc2n2cnnc12
 : 0	12	-10	-5	1.9	0.0	x	0.1
CCOC(=O)c1ccc(NC(=O)CSC(=S)N2CCOCC2)cc1
 : -2	7	-15	x	-0.1	0.0	x	x
COc1ccccc1NC(=O)CSc1nncn1N
 : -6	14	-14	-1	-1.5	0.0	-3	-0.1
CCOc1ccc(NS(=O)(=O)c2ccc3c(c2)CCN3C(=O)C2CCC2)cc1
 : 2	-12	-4	-6	x	x	x	x
O=C(Nc1ccc(N2CCCC2)cc1)c1ccc2ccccc2c1
 : 0	10	-13	-7	x	0.3	x	x
CC(OC(=O)C1=COCCO1)C(=O)c1ccc(C(C)(C)C)cc1 (centres undefined)
 : 0	-10	-3	-7	-1.0	-0.1	10	0.2
CN(C)c1ccc(C2NC(=O)c3ccccc3N2)cc1 (centres undefined)
 : -4	-3	-9	5	-0.4	0.0	0	x
O=C(CSc1nncs1)Nc1ccc(Cl)cc1C(F)(F)F
 : 4	-6	4	-1	-2.4	0.2	-2	-2.3
CCOC(=O)C1CCCN(C(=O)COc2ccc(N(C)S(=O)(=O)c3ccc(C)cc3)cc2)C1 (centres undefined)
 : -1	-7	-2	4	-1.2	-0.3	-3	x
COCc1cn(CC[C@H]2CC[C@H](NC(=O)CCN3CCCCC3)[C@@H](CO)O2)nn1
 : 0	2	-2	-4	-1.8	-0.8	3	-0.1
COc1ccc(NC(=O)Nc2cccc3c2O[C@@H](CN(C)S(C)(=O)=O)[C@@H](C)CN([C@H](C)CO)C3=O)cc1
 : 1	7	-2	-7	-1.6	0.0	-1	-7.9
O=C(Nc1ccccc1Cl)Nc1ccnn1C1CCN(C(=O)C2CCOC2)CC1 (centres undefined)
 : 1	x	-11	-2	1.5	0.0	1	0.1
CCc1nccn1CCC(=O)N1CCCC(N2CCN(c3cccc(Cl)c3)CC2)C1 (centres undefined)
 : -15	-8	-27	-4	-6.3	0.3	4	x
CO[C@@H]1CN(C)C(=O)c2cc(NC(=O)c3ccc(Oc4ccccc4)cc3)ccc2OC[C@H](C)NC[C@H]1C
 : 3	22	44	0	-5.1	-0.1	11	0.2
CCOC(=O)N1CCN(S(=O)(=O)c2ccc(C(=O)N(CCN(CC)CC)c3nc4ccc(C)cc4s3)cc2)CC1
 : -5	26	-7	-1	1.8	-0.1	5	0.1
COc1ccc(-c2[nH]ncc2CN2CCC(C(=O)N3CCOCC3)CC2)c(F)c1
 : -2	-7	-6	0	0.1	0.6	3	0.1
CO[C@H]1CN(C)C(=O)c2ccc(NC(=O)c3ccc(F)cc3)cc2OC[C@@H](C)N(C(=O)CC2CC2)C[C@H]1C
 : 0	-1	-1	4	0.7	5.9	-6	-0.1
O=C(C1=NOC2(C1)C(=O)Nc1ccccc12)N1CCCC1 (centres undefined)
 : 0	-4	-15	-1	1.7	0.0	x	3.0
CN(C)C(=O)[C@H]1[C@H](CO)[C@H]2Cn3c(ccc(-c4cccc(F)c4)c3=O)[C@H]2N1C(=O)c1cnccn1
 : -1	8	-1	30*	x	0.0	-8	0.4
COc1ccc(CN2C(=O)c3ccccc3C2=O)cc1
 : -1	7	-3	-3	-0.8	0.2	4	x
O=C(C[C@@H]1CC[C@@H]2[C@H](COC[C@@H](O)CN2Cc2cccc(C(F)(F)F)c2)O1)NCc1ccc(Cl)cc1
 : 4	-18	11	0	0.6	0.0	-2	0.0
C[C@@H]1CN([C@@H](C)CO)C(=O)c2cc(NC(=O)Nc3ccc4c(c3)OCO4)ccc2O[C@H]1CN(C)Cc1ccc(C(=O)Nc2ccccc2N)cc1
 : 0	5	-9	0	-4.7	0.1	x	1.0
O=C(O)c1ccc2c(=O)n3c(nc2c1)/C(=C/c1ccc(Cl)c([N+](=O)[O-])c1)CC3
 : 4	-6	5	4	-1.5	0.1	8	-0.2
CCOC(=O)c1ccc(NC(=O)Nc2nc3ccccc3s2)cc1
 : -3	4	-7	18	-5.6	0.1	x	0.0
O=C(O)c1ccc(N/N=C/c2ccc(-c3cc(Cl)ccc3Cl)o2)cc1
 : 29	-14	-8	-5	0.7	0.1	7	x
COc1cccc(/C=C/C(=O)OCC(=O)c2c[nH]c3ccccc23)c1
 : 0	5	-13	12	-0.2	0.0	-7	x
COc1ccc(C(=O)Nc2cccc(C(=O)Nc3cc(C)ccn3)c2)cc1
 : -2	5	-1	6	-1.8	0.0	2	x
Cn1nc(-c2ccccc2)cc1NC(=O)CCCC(=O)O
 : 1	-12	-16	0	-0.8	0.1	x	x
Cc1cc(C(=O)OCCN2C(=O)c3ccccc3C2=O)c2ccccc2n1
 : 2	-1	-22	-5	0.7	x	4	x
O=C(NCCc1c[nH]c2ccccc12)c1cnc2n(c1=O)CCS2
 : -3	8	-35	-5	-2.2	0.3	3	0.0
CCc1ccc(OCC(=O)Nc2cccc3c2CCCC3)cc1
 : -1	3	-6	-1	x	-0.1	6	0.8
Cc1cccc(N(CC(=O)NC2CCCCC2)C(=O)c2csnn2)c1
 : 1	4	-3	u	-0.3	0.0	13	0.0
C[C@@H]1CN([C@@H](C)CO)C(=O)Cc2cc(NC(=O)Nc3ccc(C(F)(F)F)cc3)ccc2O[C@H]1CN(C)CC1CCCCC1
 : 1	9	-6	-11	-0.8	0.2	0	x
